# ERa coact pot – enhances coactivator binding to human estrogen receptor alpha. P03372. TR-FRET ERalpha-LBD/SRC-Cy5 coactivator binding, 2 h; 100 = basal binding, no effect. coactivator binding (% of control), % at 25.6 µM. 86,000 compounds, 1.3% hits; in the data active means activity above about 200%;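 further: binding measured in presence of low estradiol as agonist stimulus; 0% = peptide alone without receptor and 100% = receptor with peptide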
# PLK1 inh – blocks human PLK1 kinase activity | recombinant PLK1 kinase, TR-FRET peptide phosphorylation | AID 619 | 97,000 compounds, 0.53% hits | P53350 | inhibition, % at 10 µM;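 active means inhibition of 50% or more in the single-concentration screen; inactive means inhibition below 50%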;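 further: 0% = DMSO max control and 100% = H-89 dihydrochloride min control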
# ERa SRC1 inh – blocks coactivator binding to human estrogen receptor alpha; P03372; TR-FRET ER-alpha LBD / SRC-1 peptide, estradiol-bound; inhibition, % at 25.6 µM; 86,000 compounds, 1.7% hits; in the data active means inhibition above about 50%;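 further: 0% = receptor plus peptide control and 100% = peptide only without receptor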
# CD11b adhes inh – CD11b/CD18-fibrinogen binding inhibition | P05107+P11215 | K562 CD11b/CD18 adhesion to fibrinogen, ATPlite luminescence; Mn2+ added to activate the integrin | inhibition, % at 10 µM | 93,000 compounds, 0.54% hits;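 active means primary inhibition of 50% or more at 10 µM, then 40% or more on retest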; further: some results filed as inactive read as strong as hits
# HIV Rev-RRE inh – HIV Rev-RRE protein-RNA interaction inhibition | P05866 | Rev peptide-RRE RNA binding, FRET | inhibition, % at 8 µM | 97,000 compounds, 0.79% hits;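 active means inhibition above the screen-wide mean plus 3 SD, cut at about 35% in these data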;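 further: 0% = median DMSO wells and 100% = median Neomycin B control wells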
# Target sequence (P05866 whole entry, looked up): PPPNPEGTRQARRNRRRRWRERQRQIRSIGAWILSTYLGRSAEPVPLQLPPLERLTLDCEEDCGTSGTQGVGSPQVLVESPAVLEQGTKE
#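 assay system = Cy5-tagged RRE RNA duplex with fluorescein-tagged Rev peptide | incubation = 5 + 15 min at 25 °C | also added = labelled Rev peptide | measure = % inhibition of FRET ratio versus controls | benchmarks = DMSO wells as 0% and neomycin B wells as 100% inhibition | measured by = FRET fluorescence readout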
# PLK1 PBD inh – blocks phosphopeptide binding to human Plk1 polo box domain; P53350; Plk1 PBD phosphopeptide binding, fluorescence polarization; inhibition, %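 (tested at about 20 µM)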; 97,000 compounds, 0.13% hits; AID 693; in the data active means inhibition above about 34%, passing the limit was not always enough
# CD11b adhes enh – enhancers of human CD11b/CD18 binding to fibrinogen; 93,000 compounds, 0.07% hits; activation, % at 10 µM; K562 CD11b/CD18 adhesion to fibrinogen, ATPlite luminescence;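 active means 10 µM primary screen giving 50% or more activity, confirmed by 40% or more on retest at that dose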; further: strong numbers were not always called active
# FAK inh – blocks human focal adhesion kinase activity; inhibition, %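 (tested at 7 µM)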; 97,000 compounds, 0.84% hits; biochemical FAK kinase activity assay; Q05397; in the data active means inhibition above about 19%;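 further: 0% = DMSO and 100% = reference compound high control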
# ERb SRC1 inh – blocks coactivator binding to human estrogen receptor beta; TR-FRET ER-beta LBD / SRC1-Cy5 peptide binding; receptor agonist-loaded with 1 µM estradiol; 86,000 compounds, 1.3% hits; inhibition, % at 25.6 µM;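 active means compounds whose percent inhibition of the receptor-coactivator binding signal exceeds about 50% in the single-dose screen, limit read from the data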;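 further: 0% = receptor plus peptide wells without compound and 100% = peptide-only wells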
# Target sequence (Q92731 whole entry, looked up, the tested form may be a part): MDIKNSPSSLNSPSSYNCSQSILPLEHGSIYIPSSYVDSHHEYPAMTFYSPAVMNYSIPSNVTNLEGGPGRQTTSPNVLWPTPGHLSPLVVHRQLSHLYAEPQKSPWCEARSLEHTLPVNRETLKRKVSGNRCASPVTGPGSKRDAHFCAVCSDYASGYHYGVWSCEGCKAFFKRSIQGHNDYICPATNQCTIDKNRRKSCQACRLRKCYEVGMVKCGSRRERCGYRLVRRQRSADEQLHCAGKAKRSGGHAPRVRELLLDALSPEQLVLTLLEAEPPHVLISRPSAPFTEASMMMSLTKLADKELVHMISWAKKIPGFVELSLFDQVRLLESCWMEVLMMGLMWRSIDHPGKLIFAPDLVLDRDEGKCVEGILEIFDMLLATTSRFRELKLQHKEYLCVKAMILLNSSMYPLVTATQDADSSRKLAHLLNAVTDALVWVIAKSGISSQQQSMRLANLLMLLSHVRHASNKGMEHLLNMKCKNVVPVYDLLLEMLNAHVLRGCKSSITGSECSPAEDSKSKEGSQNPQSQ
# * hit, by the source's call; · = not tested or not shown; [ ] = remark or other dose.
mol,ERa coact pot,PLK1 inh,ERa SRC1 inh,CD11b adhes inh,HIV Rev-RRE inh,PLK1 PBD inh,CD11b adhes enh,FAK inh,ERb SRC1 inh
COCCNC(=O)Nc1ccc2nc(C)sc2c1,95,-10,-6,·,7,-19,·,0,-7
Cc1nc2sc(C(c3ccc(Cl)cc3)N3CCN(C(=O)c4ccco4)CC3)c(O)n2n1 (stereo not drawn),100,-18,-2,-23,5,5,-1,-8,-3
CCN(CC)CCN1C(=O)C(O)=C(C(=O)c2ccc(C)o2)C1c1ccccn1 (stereo not drawn),120,-16,-23,·,6,-11,·,-1,-20
CCOc1ccccc1NC(=O)CN1C(=O)COc2ccc(Cl)cc21,126,-8,-6,-6,8,9,2,-4,-10
Cc1c(N(C(=O)Nc2ccccc2)C2=NCC(C)S2)c(=O)n(-c2ccccc2)n1C (stereo not drawn),116,2,-3,-3,0,-2,-3,2,-5[fluorescence artefact?]
O=c1c2ccccc2nc(SCc2ccc([N+](=O)[O-])cc2)n1-c1ccccc1,·,-6,·,·,5,5,·,-2,·
O=C(CSCc1cccc(Br)c1)N/N=C/c1ccc2c(c1)OCO2,·,-9,·,·,8,-5,·,-5,·
COc1cccc(-c2nnc(SCc3cccnc3)o2)c1,119,·,10,22,·,·,-1,·,1[fluorescence artefact?]
COc1cc(NC(=O)COC(=O)c2nc3nc(C)cc(C)n3n2)cc(OC)c1,98,-5,5,·,6,5,·,10,-1
Cc1cc(C)cc(-n2nnnc2SCC(=O)Nc2cccc(NC(=O)c3ccco3)c2)c1,109,-12,-22,-19,5,8,10,3,-22
FCCCOc1ccc(-c2nccc(-c3ccc(Br)cc3)n2)cc1,·,-8,·,-3,3,5,11,2,·
COc1ccccc1CNC(=O)c1cnc2sccn2c1=O,90,·,3,-15,·,·,1,·,35[fluorescence artefact?]
O=C(O)c1ccccc1S(=O)(=O)NCC(O)COc1ccc(Br)cc1 (stereo not drawn),101,-10,1,-17,3,-10,3,1,1
FC(F)(F)c1cc(-c2ccco2)nc(NCc2ccccc2)n1,86[fluorescence artefact?],-5,4,·,21,1,·,3,7
COc1ccc(/C=N/n2c(N)nc3ccccc32)cc1OC,102[fluorescence artefact?],4,3[fluorescence artefact?],5,9,5,1,15,-1
CCSc1nnc(NC(=O)COc2ccccc2)s1,107,-2,-1,2,-2,-1,0,-3,-4
CN(Cc1ccccc1)c1nc(N)c([N+](=O)[O-])c(Nc2cccc(F)c2)n1,95,-6,-2,11,22,-3,-1,-1,-9
CCCN(CCC)C(=O)c1ccccc1C(=O)N(CCC)CCC,93,-2,1,·,0,5,·,1,15
N#C/C(=C\c1ccc(Cl)cc1)c1n[nH]c(Cn2cncn2)n1,72,1,-8,-7,10,14,-2,-1,-5
O=C(CCN1C(=O)c2ccccc2C1=O)N1CCN(c2ccccn2)CC1,114,·,-9,5,·,·,1,·,-3
CCOc1ccc(NS(=O)(=O)c2ccc(NS(=O)(=O)c3ccc(SC)cc3)cc2)cc1,77[fluorescence artefact?],-4,-1,30,12,-9,-4,7,38
CN1C(=O)NC(c2ccccc2)C2=C1CN(CCc1ccccc1)C2=O (stereo not drawn),100,-9,-5,10,0,-29,-1,0,-6
CCNC(=S)NNC(=O)c1csc(CC)c1,102,-12,-8[fluorescence artefact?],·,6,-13,·,0,-3[fluorescence artefact?]
O=C(CSc1nc2ncccc2[nH]1)Nc1ccc2c(c1)OCCO2,94,19,3,-33,1,9,-6,-2,1
Cc1ccc(C(=O)N2CCCC2)cc1Br,111,-10,3,-2,-3,7,1,-1,-3

# 6 records drawn at random from those above:
mol,ERa coact pot,PLK1 inh,ERa SRC1 inh,CD11b adhes inh,HIV Rev-RRE inh,PLK1 PBD inh,CD11b adhes enh,FAK inh,ERb SRC1 inh
CCOc1ccccc1NC(=O)CN1C(=O)COc2ccc(Cl)cc21,126,-8,-6,-6,8,9,2,-4,-10
CCOc1ccc(NS(=O)(=O)c2ccc(NS(=O)(=O)c3ccc(SC)cc3)cc2)cc1,77[fluorescence artefact?],-4,-1,30,12,-9,-4,7,38
CCCN(CCC)C(=O)c1ccccc1C(=O)N(CCC)CCC,93,-2,1,·,0,5,·,1,15
N#C/C(=C\c1ccc(Cl)cc1)c1n[nH]c(Cn2cncn2)n1,72,1,-8,-7,10,14,-2,-1,-5
CCN(CC)CCN1C(=O)C(O)=C(C(=O)c2ccc(C)o2)C1c1ccccn1 (stereo not drawn),120,-16,-23,·,6,-11,·,-1,-20
COCCNC(=O)Nc1ccc2nc(C)sc2c1,95,-10,-6,·,7,-19,·,0,-7

# (further entries)
mol,ERa coact pot,PLK1 inh,ERa SRC1 inh,CD11b adhes inh,HIV Rev-RRE inh,PLK1 PBD inh,CD11b adhes enh,FAK inh,ERb SRC1 inh
O=C(NCC(=O)N(CCN1CCOCC1)C(C(=O)NC1CCCC1)c1cccs1)c1ccco1 (stereo not drawn),110,-7,-4,-11,6,-5,-4,-1,-9
CC(C)(C)C(=O)/C=C(N)/C=C/c1ccccc1,86[fluorescence artefact?],-12,-1,6,6,8,-3,1,6[fluorescence artefact?]
COC(=O)c1sccc1NC(=O)C12CC3CC(CC(C3)C1)C2,154,-6,4[fluorescence artefact?],·,7,-13,·,1,-2
Nc1c(C(=O)NCc2ccco2)nnn1CC(=O)Nc1ccccc1,101,-2,-4,25,5,-9,-1,-2,-14
CN(C)C=C1C(=O)c2ccccc2C1=O,112[fluorescence artefact?],-16,-2,-1,7,-14,-2,1,0
Cc1ccc(/C=C/c2nnc(-c3cccs3)o2)cc1,·,-10,·,·,11,2,·,-1,·
C1=C(C(c2nnnn2C2CCCCC2)N2CCCCC2)COc2ccccc21 (stereo not drawn),117,-8,-4,-8,4,17,-1,3,-9
COc1ccc(C(c2c(C)[nH]n(C(N)=S)c2=O)C(C#N)C#N)cc1 (stereo not drawn),104,-12,-16,·,9,-24,·,-1,1
COc1ccc(N2CCN(C(=O)CN(c3cccc(Br)c3)S(C)(=O)=O)CC2)cc1,101,3,-1,-3,3,-9,-2,8,4
CC(C)c1cc(CN2CCN(CCC#N)CC2)cc(C(C)C)c1O,115[fluorescence artefact?],-13,-4,·,2,17,·,4,-1[fluorescence artefact?]
CCOC(=O)CNC(=O)CCNS(=O)(=O)c1ccc2c(c1)c(=O)n(C)c(=O)n2C,94[fluorescence artefact?],-5,2,4,12,4,-2,2,-10
CCCCOC(=O)Nc1sc2c(c1C(=O)OC)CCC2,93,·,11[fluorescence artefact?],-14,·,·,-3,·,-4
CC(C)NC(=O)c1ccc(COCC(F)(F)F)cc1,92,-4,19,-4,3,23,-2,0,-8
Cc1ccc(NC(=O)c2cccc(Cl)c2)nc1,119,-10,-3,-9,6,-31,1,-3,-6
CCCCCCNS(=O)(=O)c1nc2nc(C)cc(C)n2n1,146,·,4,0,·,·,4,·,3
N#C/C(=C(/O)CN1CCCCC1)c1nc(-c2ccc(Cl)cc2)cs1,·,-10,·,·,-4,-17,·,-3,·
CCCCNC(=O)CSc1nc2cc(OC)c(OC)cc2c(=O)n1Cc1ccc(OC)cc1,·,-13,·,·,5,-17,·,-1,·
CCOC(=O)c1cnc(SC)nc1Oc1cccc(NC(=O)c2ccc(Cl)cc2)c1,·,-2,·,-2,4,-8,-3,-4,·
Cc1ccc(NC(=O)c2noc3c2CCc2ccccc2-3)cc1,100,0,-3,1,8,0,-6,1,-8
COC(=O)C1=C(C)NC(=O)CC1c1cccc(Cl)c1Cl (stereo not drawn),102,·,-2,-7,·,·,-2,·,-6
O=C(CSc1nnnn1C1CCCCC1)NCc1cccc(C(=O)O)c1,156,-6,-9,12,5,-6,1,-1,0
CC1(C)Cc2cccc(OCC(=O)Nc3cccnc3Cl)c2O1,109,-4,-6,-20,3,-15,-4,1,-7
Nc1nnc(COc2ccccc2)s1,99[fluorescence artefact?],-10,0,·,10,12,·,-1,3
O=C(c1ccccc1S(=O)(=O)NCc1ccccc1)N1CCCC1,126,-2,-8,4,·,-3,-3,·,-8
C=CCc1ccccc1OCC(O)CN1CCN(Cc2ccc3c(c2)OCO3)CC1 (stereo not drawn),141,-4,-8,-14,3,-6,2,1,7

# Next records follow.
mol,ERa coact pot,PLK1 inh,ERa SRC1 inh,CD11b adhes inh,HIV Rev-RRE inh,PLK1 PBD inh,CD11b adhes enh,FAK inh,ERb SRC1 inh
COc1ccc(CN2CC(C(=O)NCCCOC(C)C)CC2=O)cc1 (stereo not drawn),101,0,-4,-8,-8,20,-3,2,-2
Cc1ccc(CN2C(=O)CCC2C(=O)NC2CCCC2)cc1 (stereo not drawn),120,-9,-5,-19,8,3,4,-1,-3
COc1ccc(OC)c(NC(=O)c2sc3nc(Cc4ccccc4)cc(C(F)(F)F)c3c2N)c1,·,-44,·,0,16,9,-3,0,·
CCCOc1ccccc1NC(=O)c1ccc(N)cc1,104,-8,-6,-24,8,-6,5,3,-8
O=C(Nc1ccc2c(c1)OCCO2)c1ccccc1F,112,-5,-2,15,7,1,-5,-2,3
CC(=O)N(NC(=O)c1ccccc1Cl)C1CC(=O)N(c2ccc(C)cc2)C1=O (stereo not drawn),·,-2,·,-2,2,-23,7,-1,·
Cc1c(CN(C)CCc2ccccc2)c(=O)n(-c2ccccc2)n1C,107,-7,-3,-15,1,6,-3,-4,0
O=c1/c(=C\c2cccn2-c2ccccc2)sc2nc3ccccc3n12,94[fluorescence artefact?],·,30,-3,·,·,7,·,42
CCOC(=O)N1CCC(N2CCN(S(=O)(=O)c3ccc(Cl)cc3)CC2)CC1,98,-5,-3,14,4,14,1,1,-2
Cc1ccc(-c2nnc(N3CCN(C(=O)CN4CCOCC4)CC3)c3ccccc23)cc1,111[fluorescence artefact?],-7,-14,·,2,-1,·,0,0
CC(C)C(=O)Nc1ccc(C(=O)NCc2cccnc2)cc1,102,-10,-2,·,3,13,·,-2,1
COc1ccc(CCNC(=O)CNCC2CCCO2)cc1OC (stereo not drawn),124,-9,-6[fluorescence artefact?],13,9,-8,-5,-2,5
O=C1CCCN1c1ccc(S(=O)(=O)NCc2ccco2)cc1,87,-11,-27,·,9,-1,·,-1,-1[fluorescence artefact?]
O=C(Cn1cnc2ccccc2c1=O)Nc1ccc2c(c1)OCCO2,103,-17,5,-5,-1,18,0,-2,0
Cc1noc(NS(=O)(=O)c2ccc(N/C=C/C(=O)c3ccncc3)cc2)c1C,92[fluorescence artefact?],2,-8,1,-1,-4,2,8,-2
Cc1cccc(C)c1N1C(=O)c2ccccc2C1=O,129,-8,7[fluorescence artefact?],-7,5,-22,-3,0,-2[fluorescence artefact?]
O=C(NCc1cccc(Cl)c1)c1cccc(C(F)(F)F)c1,·,-1,·,4,12,1,1,0,·
Cn1c(=O)oc2cc(S(=O)(=O)N3CCN(Cc4ccc5c(c4)OCO5)CC3)ccc21,103[fluorescence artefact?],-14,5,·,4,1,·,-1,-2
CCNC(=O)NCCc1c[nH]c2ccc(Cl)cc12,106,·,-6,4,·,·,-2,·,4
O=C(O)Cc1ccc(C(=O)c2ccccc2F)s1,111,4,4,-9,11,-10,0,-2,8
Cc1ccc(OCCN2C(=O)OC(C)(C)C2(C)O)cc1 (stereo not drawn),110,-11,-3[fluorescence artefact?],-5,-3,3,-3,-6,-6
CCn1c(SCC(=O)N2CCCc3ccccc32)nnc1-c1ccoc1C,116,-9,-3,·,2,8,·,-1,-4

# Rows are unselected (roughly 4.7% active in at least one column).
